Neddyl block = blocks human cullin neddylation | P61081+Q13564 | TR-FRET cullin neddylation, biochemical | calls only at 25 µM | 360,000 tested, 0.58% active | AID 651699; in the data active means inhibition above about 36%
Rin1 Abl inh = inhibitors of human Rin1-Abl protein interaction; P00519+Q13671; TR-FRET Rin1/Abl binding, biochemical; inhibition, % at 7.35 µM; 360,000 tested, 0.4% active; AID 588664; in the data active means inhibition above about 5%, passing the limit was not always enough
TbMetRS inhib = Trypanosoma brucei MetRS inhibition; purified T. brucei MetRS, ATP depletion, Kinase-Glo luminescence; inhibition, % at 11.9 µM; 360,000 tested, 0.4% active; AID 624268;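 active means inhibition above a per-plate cutoff of the control wells' mean inhibition plus 3 SD, cut at about 5.5% in these data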;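 further: 0% = DMSO wells median and 100% = median of wells with control inhibitor compound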
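System: purified T. brucei MetRS enzyme / Detection: Kinase-Glo luciferase luminescence reporting remaining unconsumed ATP / Medium: HEPES buffer with MgCl2, KCl, DTT, spermine, BSA, pyrophosphatase / Replication: singlicate, one well per compound / Evaluation: percent inhibition relative to median high and low control wells / Schedule: 2 h aminoacylation at 25 °C after 15 min preincubation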
MsrA inh = inhibits bovine methionine sulfoxide reductase A; purified bovine MsrA, absorbance read-out; inhibition, % at 15.5 µM; 360,000 tested, 0.75% active; AID 651718; in the data active means inhibition above about 4.5%;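 further: 0% = vehicle wells with enzyme and 100% = reference inhibitor wells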
E coli Lon inh = inhibits E. coli Lon protease; P0A9M0; purified E. coli Lon protease, fluorescence polarization; inhibition, % at 7.94 µM; 360,000 tested, 0.42% active; AID 602123; in the data active means inhibition above about 13%, passing the limit was not always enough;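 further: 0% = enzyme with probe and DMSO and 100% = no enzyme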
FAS-TE inh = inhibitors of human fatty acid synthase thioesterase domain | P49327 | recombinant FAS-TE, OMFH fluorogenic substrate, fluorescence endpoint | inhibition, % at 15 µM | 360,000 tested, 0.67% active | AID 602261;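 active means compounds whose normalised, plate-corrected inhibition of enzyme fluorescence in the single-dose primary screen is 50% or more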;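 further: 0% = DMSO with enzyme and 100% = substrate without enzyme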
bovine MsrA act = activators of bovine methionine sulfoxide reductase A; purified bovine MsrA, absorbance read-out; activation, % at 10.6 µM; 360,000 tested, 0.3% active; AID 602163; in the data active means activation above about 7.5%;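 further: 0% = vehicle and 100% = reference activator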
MLLE-PAM2 inh = blocks PAM2 peptide binding to the PABP1 MLLE domain | 360,000 tested, 0.36% active | P11940 | AID 588489 | inhibition, % at 20 µM | GST-MLLE / FITC-PAM2 fluorescence polarization; in the data active means inhibition above about 35%, passing the limit was not always enough;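 further: plate controls were DMSO wells with GST-MLLE for no effect and wells lacking GST-MLLE protein for full effect; some results filed as inactive read as strong as hits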
Target sequence (P11940 whole entry, looked up, the tested form may be a part): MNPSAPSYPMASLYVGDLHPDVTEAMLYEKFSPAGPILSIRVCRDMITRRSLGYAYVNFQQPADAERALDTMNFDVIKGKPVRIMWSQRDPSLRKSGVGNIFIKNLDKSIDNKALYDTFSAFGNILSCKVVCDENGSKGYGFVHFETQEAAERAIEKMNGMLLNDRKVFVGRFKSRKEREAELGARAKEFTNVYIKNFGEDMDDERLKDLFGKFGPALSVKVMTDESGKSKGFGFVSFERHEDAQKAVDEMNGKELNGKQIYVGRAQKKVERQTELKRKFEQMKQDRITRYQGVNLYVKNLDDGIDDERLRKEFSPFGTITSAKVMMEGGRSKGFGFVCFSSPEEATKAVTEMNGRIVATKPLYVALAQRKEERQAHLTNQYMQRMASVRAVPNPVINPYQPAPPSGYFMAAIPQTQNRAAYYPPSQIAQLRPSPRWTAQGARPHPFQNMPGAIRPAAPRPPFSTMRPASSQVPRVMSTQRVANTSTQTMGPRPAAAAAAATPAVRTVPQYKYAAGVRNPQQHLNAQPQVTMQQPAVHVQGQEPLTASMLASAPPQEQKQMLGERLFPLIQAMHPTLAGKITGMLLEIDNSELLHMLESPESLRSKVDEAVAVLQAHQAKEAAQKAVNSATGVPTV
CSN inh = CSN deneddylation inhibition | inhibition, % at 12.5 µM | Q92905 | 360,000 tested, 0.38% active | Purified CSN, SCF-Nedd8-OG deneddylation, fluorescence polarization;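 active means pattern-corrected inhibition above about 35%, with an unprinted fluorescence ratio check between 0.5 and 1.5, limit read from the data, passing the limit was not always enough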;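 further: 0% = enzyme with substrate and 100% = substrate without enzyme; some results filed as inactive read as strong as hits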
Target sequence (Q92905 whole entry, looked up, one chain of several): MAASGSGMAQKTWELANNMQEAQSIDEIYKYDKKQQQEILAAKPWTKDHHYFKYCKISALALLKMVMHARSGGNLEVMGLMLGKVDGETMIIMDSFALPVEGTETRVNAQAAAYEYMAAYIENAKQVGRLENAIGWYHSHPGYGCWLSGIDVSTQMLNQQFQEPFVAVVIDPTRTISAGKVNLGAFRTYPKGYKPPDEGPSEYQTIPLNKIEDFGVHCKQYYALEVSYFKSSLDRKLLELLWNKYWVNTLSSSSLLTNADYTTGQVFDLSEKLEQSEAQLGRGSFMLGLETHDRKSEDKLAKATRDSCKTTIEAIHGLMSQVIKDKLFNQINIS
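Assay system: Purified human Csn5 enzyme expressed in HEK293T cells | Amount: Enzyme 0.24 nM | Measured by: Fluorescence polarization readout | Medium: Tris/NaCl/DTT buffer, pH 7.5 | Compound dosing: One concentration, 12.5 µM, 0.25% DMSO | Times: 90 min incubation of compound, enzyme and substrate at room temperature | Control set: no-enzyme wells high, enzyme-with-substrate wells low | Read-out: % inhibition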
Active calls of the source: *.

`O=C(NCCC1=CCCCC1)C1CCN(S(=O)(=O)c2ccccc2C(F)(F)F)CC1` gave Neddyl block inactive, Rin1 Abl inh 0, TbMetRS inhib 0.0, MsrA inh -0.7, E coli Lon inh 1, FAS-TE inh 6, bovine MsrA act 0, MLLE-PAM2 inh 4 and CSN inh 0.
Screening Cc1nnsc1C(=O)N1CCCC(Nc2ccc(F)c(F)c2)C1 (stereo not drawn) returned Neddyl block inactive, Rin1 Abl inh 4, TbMetRS inhib -0.1, MsrA inh 0.4, E coli Lon inh -10, FAS-TE inh -2, bovine MsrA act 0, MLLE-PAM2 inh -2 and CSN inh -3.
Screening CCC1CCCCN1C(=O)COC(=O)COc1ccc(Br)cc1 (stereo not drawn) returned Neddyl block inactive, Rin1 Abl inh 1, TbMetRS inhib -0.4, MsrA inh -0.6, E coli Lon inh -5, FAS-TE inh 5, bovine MsrA act -7, MLLE-PAM2 inh -19 and CSN inh -1.
Screening O=C(Nc1nnc(SCc2ccc(Cl)cc2)s1)c1cnccn1 returned Neddyl block inactive, Rin1 Abl inh -4, TbMetRS inhib -0.4, MsrA inh 2.6, E coli Lon inh 4, FAS-TE inh 0, bovine MsrA act -3, MLLE-PAM2 inh -1 and CSN inh 0.
Screening CC(C)OCCCn1c(=S)[nH]c2ncccc2c1=O returned Neddyl block inactive, Rin1 Abl inh 0, TbMetRS inhib -0.8, MsrA inh 0.5, E coli Lon inh -4, FAS-TE inh -8, bovine MsrA act -6, MLLE-PAM2 inh -15 and CSN inh 0.
Screening Cc1nc2sc3c(O)cc(=O)[nH]c3c2c(C)c1C returned Rin1 Abl inh 0, TbMetRS inhib -0.2, MsrA inh 1.7, E coli Lon inh 5, FAS-TE inh -6, bovine MsrA act 0, MLLE-PAM2 inh 5 and CSN inh 4.
CCS(=O)(=O)N1Cc2ccccc2CC1C(=O)N1CCN(c2ccccc2)CC1 (stereo not drawn) was read as Neddyl block inactive, Rin1 Abl inh -6, TbMetRS inhib -1.2, MsrA inh 0.2, E coli Lon inh -12, FAS-TE inh -5, bovine MsrA act -8, MLLE-PAM2 inh 8 and CSN inh -3.
`O=C(O)c1ccccc1C(=O)c1ccc(Oc2ccccc2)cc1` gave Neddyl block inactive, Rin1 Abl inh 2, TbMetRS inhib -0.5, MsrA inh -0.1, E coli Lon inh 11, FAS-TE inh -13, bovine MsrA act -8, MLLE-PAM2 inh -5 and CSN inh -1.
For COC(=O)[C@]1(Cc2ccccc2)N[C@H](CN(C)C(=O)NC(C)C)[C@@H]2C(=O)N(Cc3ccccc3)C(=O)[C@@H]21 the results were Neddyl block inactive, Rin1 Abl inh 1, TbMetRS inhib -1.6, MsrA inh -0.9, E coli Lon inh 0, FAS-TE inh -6, bovine MsrA act -10, MLLE-PAM2 inh 7 and CSN inh -1.
CCOc1ccc(Br)cc1S(=O)(=O)Nc1cccc(S(=O)(=O)N2CCOCC2)c1 was read as Neddyl block inactive, Rin1 Abl inh 4, TbMetRS inhib 0.4, MsrA inh 0.2, E coli Lon inh 10, FAS-TE inh 9, bovine MsrA act 0, MLLE-PAM2 inh 4 and CSN inh -1.
For Cc1ccc(NC(=O)COC(=O)c2cc(Cl)ccc2[N+](=O)[O-])cc1 the results were Neddyl block inactive, Rin1 Abl inh -2, TbMetRS inhib 0.6, MsrA inh 0.2, E coli Lon inh 6, FAS-TE inh 26, bovine MsrA act -3, MLLE-PAM2 inh 6 and CSN inh -7.
For COc1ccc(NC(=O)N2c3ccccc3C(C)=CC2(C)C)cc1 the results were Neddyl block inactive, Rin1 Abl inh 4, TbMetRS inhib -0.4, MsrA inh 0.7, E coli Lon inh -4, FAS-TE inh 2, bovine MsrA act -3, MLLE-PAM2 inh 9 and CSN inh -7.
For COCCCNC(=S)NC(=O)c1ccccc1 the results were Neddyl block inactive, Rin1 Abl inh -2, TbMetRS inhib -0.1, MsrA inh -0.1, E coli Lon inh -3, FAS-TE inh -10, bovine MsrA act -3, MLLE-PAM2 inh 6 and CSN inh -6.
`CCC1CCc2c(sc(NC(=O)CSc3nc(-c4ccco4)cc(C(F)(F)F)n3)c2C#N)C1` (stereo not drawn) gave Neddyl block inactive, Rin1 Abl inh -4, TbMetRS inhib -1.0, MsrA inh -1.1, E coli Lon inh -13, FAS-TE inh 24, bovine MsrA act -5, MLLE-PAM2 inh 26 and CSN inh -4.
Screening Cc1csc2nc(CSc3nncn3-c3ccccc3)c(Br)n12 returned Neddyl block inactive, Rin1 Abl inh -2, TbMetRS inhib -0.2, MsrA inh -0.6, E coli Lon inh 8, FAS-TE inh -7, bovine MsrA act 1, MLLE-PAM2 inh -3 and CSN inh 3.
Screening CCOC(=O)[C@]12CCC=C1N(CCC1=CCCCC1)C(=O)[C@H](CC(=O)NCCCOC)C2 returned Neddyl block inactive, TbMetRS inhib -0.5, MsrA inh -0.7, E coli Lon inh 3, FAS-TE inh -9, bovine MsrA act -1 and CSN inh 3.
Cc1ccc(S(=O)(=O)N2CCN(C(=O)CCC(=O)NCc3ccc(F)cc3)CC2)cc1 was read as Neddyl block inactive, Rin1 Abl inh -4, TbMetRS inhib -0.9, MsrA inh 0.6, E coli Lon inh 7, FAS-TE inh -2, bovine MsrA act -5, MLLE-PAM2 inh -12 and CSN inh -2.
Screening CCOC(=O)NC(NC(=O)OCC)C(=O)c1ccc(F)cc1 returned Neddyl block inactive, Rin1 Abl inh -1, TbMetRS inhib -0.5, MsrA inh 0.2, E coli Lon inh -9, FAS-TE inh -4, bovine MsrA act -9, MLLE-PAM2 inh -4 and CSN inh -10.
CCOC(=O)C1CC(c2ccccc2)=NN1c1ccccc1 (stereo not drawn) was read as Rin1 Abl inh 3, TbMetRS inhib -0.1, MsrA inh 1.7, E coli Lon inh 0, FAS-TE inh 19, bovine MsrA act 1, MLLE-PAM2 inh 12 and CSN inh 2.
`COCCNC(=O)c1cc2c(s1)-c1ccc(Cl)cc1SC2` gave Rin1 Abl inh -2, TbMetRS inhib 0.3, MsrA inh 1.8, E coli Lon inh -1, FAS-TE inh 8, bovine MsrA act -5, MLLE-PAM2 inh 0 and CSN inh 6.
O=C(COC(=O)c1cccc(Cl)c1)Nc1cc(Cl)ccc1Oc1ccccc1 was read as Neddyl block inactive, Rin1 Abl inh -3, TbMetRS inhib -0.3, MsrA inh -0.3, E coli Lon inh -2, FAS-TE inh 6, bovine MsrA act -2, MLLE-PAM2 inh 4 and CSN inh -6.
`NS(=O)(=O)c1ccc(CNC(=O)c2scc3c2CCCC3)cc1` gave Neddyl block inactive, Rin1 Abl inh 1, TbMetRS inhib 0.3, MsrA inh 0.2, E coli Lon inh -9, FAS-TE inh -4, bovine MsrA act -4, MLLE-PAM2 inh 9 and CSN inh -4.
N#C/C(=C/c1cc(Cl)c(O)c(Cl)c1)C(=O)N1CCCCC1 was read as Neddyl block inactive, Rin1 Abl inh -2, TbMetRS inhib 0.3, MsrA inh 3.5, E coli Lon inh -15, FAS-TE inh -3, bovine MsrA act -4, MLLE-PAM2 inh 8 and CSN inh -4.
Screening COc1cc(C(=O)NCCCNc2nc3cc(C)cc(C)c3cc2C#N)cc(OC)c1OC returned Neddyl block inactive, Rin1 Abl inh -2, TbMetRS inhib -1.2, MsrA inh 0.4, E coli Lon inh 7, FAS-TE inh 0, bovine MsrA act -5, MLLE-PAM2 inh -5 and CSN inh 14.
Screening CCCCNC(=O)C1CCN(c2nc(OC)nc(OC)n2)CC1 returned Neddyl block inactive, Rin1 Abl inh 0, TbMetRS inhib -1.0, MsrA inh -0.3, E coli Lon inh 0, FAS-TE inh -8, bovine MsrA act -8, MLLE-PAM2 inh 10 and CSN inh -3.
O=C(O)CCC(=O)N1CCc2c([nH]c3ccccc23)C1C(F)(F)F (stereo not drawn) was read as Neddyl block inactive, Rin1 Abl inh -2, TbMetRS inhib -0.8, MsrA inh -1.2, E coli Lon inh 7, FAS-TE inh 2, bovine MsrA act -2, MLLE-PAM2 inh 8 and CSN inh -2.
`COc1cccc(-c2cnc(C(O)c3cc(C)c(OC)c(C)c3)[nH]2)c1` (stereo not drawn) gave Neddyl block inactive, Rin1 Abl inh -2, TbMetRS inhib 0.3, MsrA inh -0.8, E coli Lon inh -18, FAS-TE inh -7, bovine MsrA act -3, MLLE-PAM2 inh -8 and CSN inh 7.
CCOC(=O)C1=C(C)Nc2nnnn2C1c1ccc(OC)c(Br)c1 (stereo not drawn) was read as Neddyl block inactive, Rin1 Abl inh 11*, TbMetRS inhib 0.1, MsrA inh 0.7, E coli Lon inh 8, FAS-TE inh 1, bovine MsrA act 0, MLLE-PAM2 inh -11 and CSN inh -8.
For COc1ccc(C)cc1NC(=O)CSCc1cc(=O)n2c(C)csc2n1 the results were Neddyl block inactive, Rin1 Abl inh 5, TbMetRS inhib -0.1, MsrA inh 2.1, E coli Lon inh -9, FAS-TE inh -7, bovine MsrA act 0, MLLE-PAM2 inh 5 and CSN inh 0.
For CCN1C(=NCC(C)C)N[C@@H](CCc2ccccc2)[C@H](C(=O)NCC(C)C)[C@H]1C the results were Neddyl block inactive, Rin1 Abl inh 1, TbMetRS inhib -0.2, E coli Lon inh -5, FAS-TE inh -5, bovine MsrA act -1, MLLE-PAM2 inh -119 and CSN inh 6.
`CC(NC(=O)C1CCCC1)c1ccc(Br)cc1` (stereo not drawn) gave Neddyl block inactive, Rin1 Abl inh 3, TbMetRS inhib -2.2, MsrA inh 0.3, E coli Lon inh -3, FAS-TE inh 2, bovine MsrA act -11, MLLE-PAM2 inh -6 and CSN inh -3.
For CCCCN(C(=O)c1c(CC)noc1C)c1c(N)n(CCCC)c(=O)[nH]c1=O the results were Neddyl block inactive, Rin1 Abl inh 0, TbMetRS inhib -0.6, MsrA inh -0.5, E coli Lon inh -3, FAS-TE inh -5, bovine MsrA act -2, MLLE-PAM2 inh -37 and CSN inh 5.
For Cc1ccc(/C=N/N2CCN(Cc3ccccc3)CC2)s1 the results were Neddyl block inactive, Rin1 Abl inh 2, TbMetRS inhib -0.2, MsrA inh 0.5, E coli Lon inh 3, FAS-TE inh 0, bovine MsrA act -3, MLLE-PAM2 inh 13 and CSN inh 0.
O=C(c1cc2cc(Cl)ccc2[nH]1)N1CCN(c2ccccn2)CC1 was read as Neddyl block inactive, Rin1 Abl inh -3, TbMetRS inhib -0.1, MsrA inh -1.4, E coli Lon inh 1, FAS-TE inh 0, bovine MsrA act -1, MLLE-PAM2 inh 0 and CSN inh 1.

Already shown: 3 of the compounds above.
For CCN1C(=NCC(C)C)N[C@@H](CCc2ccccc2)[C@H](C(=O)NCC(C)C)[C@H]1C the results were Neddyl block inactive, Rin1 Abl inh 1, TbMetRS inhib -0.2, E coli Lon inh -5, FAS-TE inh -5, bovine MsrA act -1, MLLE-PAM2 inh -119 and CSN inh 6.
`CC(NC(=O)C1CCCC1)c1ccc(Br)cc1` (stereo not drawn) gave Neddyl block inactive, Rin1 Abl inh 3, TbMetRS inhib -2.2, MsrA inh 0.3, E coli Lon inh -3, FAS-TE inh 2, bovine MsrA act -11, MLLE-PAM2 inh -6 and CSN inh -3.
For CCCCN(C(=O)c1c(CC)noc1C)c1c(N)n(CCCC)c(=O)[nH]c1=O the results were Neddyl block inactive, Rin1 Abl inh 0, TbMetRS inhib -0.6, MsrA inh -0.5, E coli Lon inh -3, FAS-TE inh -5, bovine MsrA act -2, MLLE-PAM2 inh -37 and CSN inh 5.

Assay outcomes from PubChem BioAssay.
